Screens (PubChem)
Sm TGR inh: qHTS Assay for the Inhibitors of Schistosoma Mansoni Peroxiredoxins; Schistosoma mansoni thioredoxin glutathione reductase (TGR), Q962Y6; purified TGR, DTNB reduction, TNB absorbance 405 nm; Potency, µM (titrated, usually from 114 µM), inactives show at the top dose activity change, negative = inhibition, usual class: inhibitors; 360,000 tested, 3% active; AID 485364, 2010; note: potency is the fitted concentration of half-maximal effect; nearly all actives have a fitted effect of over 60% in size
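Kinetic colorimetric format: TGR-catalysed, NADPH-driven DTNB reduction monitored via TNB absorbance. Enzyme dispensed at 20 nM; compound exposure 15 min at room temperature before reaction start.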
HCMV antiviral: qHTS Assay for inhibitors of the human cytomegalovirus (HCMV). HFF cells, HCMV-luciferase reporter, 72 h; stronger effect = lower value. activity change, negative = inhibition, % at 57.5 µM. 410,000 tested, 4.5% active. AID 1259415, 2018; in the data active = activity change below about -60%; inconclusive = no clear call, values can overlap the other calls; inactive = above about -39%
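Two-dose cell screen: HFF monolayers treated with compounds and infected with luciferase-expressing HCMV at 1 PFU/cell, 72 h at 37C, then lysed for luciferase measurement.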
AmpC inh no detg: qHTS Inhibitors of AmpC Beta-Lactamase (assay without detergent); Potency, µM (highest dose often 57.1 µM), for inactives: at the highest dose activity change, negative = inhibition, actives largely listed as inhibitors; 330,000 tested, 0.52% active; AID 485341, 2010; P00811; AmpC nitrocefin hydrolysis, absorbance 480 nm, 0.0001% Triton;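 note: potency is the fitted concentration of half-maximal effect; plate controls were no compound for no effect and no enzyme for full effect; nearly all actives have a fitted effect of over 20% in size; some results filed as inactive show a strong effect at the top dose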
Target sequence (P00811 whole entry, looked up): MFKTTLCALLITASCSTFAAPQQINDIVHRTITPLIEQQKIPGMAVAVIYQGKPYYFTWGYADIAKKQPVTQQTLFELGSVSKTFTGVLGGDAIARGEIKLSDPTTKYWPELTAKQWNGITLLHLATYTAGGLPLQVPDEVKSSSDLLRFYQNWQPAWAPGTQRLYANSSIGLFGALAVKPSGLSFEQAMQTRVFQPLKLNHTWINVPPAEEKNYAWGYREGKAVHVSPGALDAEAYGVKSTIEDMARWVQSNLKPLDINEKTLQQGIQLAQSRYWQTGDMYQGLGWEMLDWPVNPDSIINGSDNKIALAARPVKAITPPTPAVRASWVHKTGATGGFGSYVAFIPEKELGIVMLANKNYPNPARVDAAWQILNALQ
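20 mM phosphate pH 7.0 + 0.01% (detergent screen) or 0.0001% Triton X-100; 5.3 nM AmpC reagent; cpd preinc 15 min RT; nitrocefin (800 uM stock) to start; A480 q20 s × 4 min; Activity was normalised to no-enzyme and no-compound control wells.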
Giardia FBPA inh: qHTS Assay for Inhibitors of Fructose-1,6-bisphosphate Aldolase from Giardia Lamblia | A8B2U2 | purified Giardia FBPA | Potency, µM (doses to about 59.6 µM), for inactives: at the highest dose activity, negative = inhibition, usual class: inhibitors | 290,000 tested, 0.71% active; note: potency is the fitted concentration of half-maximal effect; nearly all actives have a fitted effect of over 55% in size
Target sequence (A8B2U2 whole entry, looked up): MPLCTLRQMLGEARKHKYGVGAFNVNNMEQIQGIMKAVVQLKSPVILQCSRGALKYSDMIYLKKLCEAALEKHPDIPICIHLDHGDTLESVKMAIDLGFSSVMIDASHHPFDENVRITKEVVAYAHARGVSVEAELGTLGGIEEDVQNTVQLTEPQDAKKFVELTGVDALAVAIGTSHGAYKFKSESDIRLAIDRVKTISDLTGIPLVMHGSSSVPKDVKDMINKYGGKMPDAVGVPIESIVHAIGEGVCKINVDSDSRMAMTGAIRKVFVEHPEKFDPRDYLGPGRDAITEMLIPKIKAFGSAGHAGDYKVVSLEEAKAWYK
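Giardia FBPA (40 nM reagent) was preincubated 10 min at RT with compound (up to 57.5 uM final), then substrate plus GAPDH/TPI/NAD/arsenate coupling system with diaphorase/resazurin was added; resorufin fluorescence (525/598 nm) was read after 20 min.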
AmpC detergent: qHTS Inhibitors of AmpC Beta-Lactamase (assay with detergent) | Potency, µM (highest dose often 114 µM), without a hit: at the top dose activity change, negative = inhibition, actives largely listed as inhibitors | AID 485294, 2010 | 370,000 tested, 0.041% active | AmpC hydrolysis of nitrocefin, absorbance 480 nm, 0.01% Triton;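 note: potency is the fitted concentration of half-maximal effect; 0% = no-compound wells and -100% = no-enzyme wells; nearly all actives have a fitted effect of over 25% in size; some results filed as inactive show a strong effect at the top dose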
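AmpC (5.3 nM in the dispensed reagent) in 20 mM phosphate pH 7.0 with 0.01% (detergent screen) or 0.0001% Triton X-100 was preincubated with compounds for 15 min at room temperature. Nitrocefin was then added from an 800 uM solution, and hydrolysis was followed at 480 nm.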
AMA1-RON2 inh: qHTS for Inhibitors of AMA1-RON; Towards Development of Antimalarial Drug Lead: Primary Screen; 360,000 tested, 0.2% active; AlphaScreen AMA1-biotinylated RON2 peptide binding; Potency, µM (top dose mostly 58.2 µM), for the others: at the top dose activity change, negative = inhibition, actives largely listed as inhibitors; Plasmodium falciparum AMA1 (3D7) - RON2 peptide interaction;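 note: potency is the fitted concentration of half-maximal effect; 0% = vehicle wells and -100% = peptide control; nearly all actives have a fitted effect of over 45% in size; some results filed as inactive show a strong effect at the top dose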
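AMA1 (3D7) with his tag at 25 nM final met compounds first, then biotinylated RON2 peptide at 25 nM; detection used donor plus acceptor beads, 10 µg/mL apiece, read by AlphaScreen after 30 min at room temperature.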
Numbers without * were called inactive; u = inconclusive; x = not tested or not shown; & = joins results of further samples; [ ] = remark or other dose. Unless noted, calls come from the whole dose curve; as a rule, active = well fitted curve in the direction sought with a large enough effect; inconclusive = small, poorly fitted or top-dose-only effect, or another doubt; inactive = no such curve, though single readings can be large; an effect the other way counts as inactive or inconclusive. Unless noted, % is set by controls: 0 for no effect and ±100 for the full control effect. An unsorted share of the library; 7.8% or so of the library scored in one or more.

Value order – AmpC detergent	Giardia FBPA inh	Sm TGR inh	AmpC inh no detg	HCMV antiviral	AMA1-RON2 inh
Cc1ccccc1Nc1n[nH]c(C)c1[N+](=O)[O-]
 : -3%	1%	3%	-26%	15	3%
Cc1ccc(S(=O)(=O)N2CCC(=O)N(C(COCc3ccc(Cl)c(Cl)c3)Cc3ccccc3)CC2)cc1 (centres undefined)
 : u	-2%	-7%	3%	x	-5%
Fc1cccc2sc(Nc3nc4ccccc4s3)nc12
 : -11%	16%	-8%	-39%	124	46%[activator]
COc1ccc(Cl)cc1C(=O)Nc1ccc(S(N)(=O)=O)cc1
 : -5%	-7%	1%	-16%	u	-12%
Cc1ccc(C2NCCS2)cc1 (centres undefined)
 : 6%	-13%	17%	-19%	23	22%
CCOc1ccc2nc(NCCCO)[nH]c2c1
 : 0%	-3%	-12%	-23%	-29	0%
O=C(CNC(c1ccccc1)c1ccccc1)Nc1ccccc1F
 : -4%	x	6%	-19%	-25	17%
O=C(COc1ccc(S(=O)(=O)N2CCOCC2)cc1)Nc1ccccc1Cl
 : 1%	7%	10%	13%	55	5%
CC(C)c1ccc(N2C(=O)NC(=O)/C(=C/C=C/c3ccco3)C2=O)cc1
 : u	-5%	u	-56%	-101*	-15%
CCOC(=O)N/N=C/c1ccc(OCCSc2ccc(Cl)cc2)c(OCC)c1
 : 2%	-8%	3%	2%	-8	-8%
COc1cc(/C=N/Nc2nc3ccccc3[nH]2)cc(OC)c1O
 : -13%	-7%	-9%	-25%	60	24%[11.6 µM]
COCCN(Cc1ccccc1)C(=O)C1CCN(S(=O)(=O)c2ccc3c(c2)OCCO3)CC1
 : u	x	0%	91%[activator]	34	68%[activator]
CC(=O)c1ccc(NC(=S)NC(=O)CC(C)C)cc1
 : -9%	0%	0%	-13%	59	2%
COc1ccc(NC(=O)c2ccc(NC(=O)COC(=O)c3cnc(C)cn3)cc2)cc1
 : -14%	x	2%	6%	-10	-12%
COC(=O)C(NC(=O)c1c(C)nn(C)c1Cl)c1ccccc1 (centres undefined)
 : -3%	1%	4%	-14%	16	15%
COc1ccccc1C(=O)N/C(=C/c1ccc(Br)cc1)C(=O)NCCO
 : -3%	2%	-24%	45%	u	-7%
CC(C)(C)c1cc(NC(=O)c2c(F)cccc2Cl)n(-c2ccccc2)n1
 : 1%	x	-6%	-26%	3	-5%
O=S(=O)(c1ccc(Br)cc1)c1cnc2ccccc2n1
 : 2%	1%	14µM*	-23%	u	-27%
CCCCC(c1nnnn1CC1CCCO1)N1CCN(c2ccccc2)CC1 (centres undefined)
 : 1%	-12%	0%	31%	11	-3%
COc1ccc(NS(=O)(=O)c2cccc(C(=O)NNC(=O)CNC(=O)c3cccc(C)c3)c2)cc1
 : 6%	-8%	-16%	-44%	7	135%[activator]
Fc1ccc(Cl)cc1/C=N/n1cnnc1SCc1ccccc1
 : 9%	-2%	5%	2%	-32	-11%
COc1ccc(NC(=O)NNC(=O)C(C)Oc2ccc3ccccc3c2)cc1 (centres undefined)
 : u	4%	9%	-22%	-10	122%[activator]
CCn1c(SCc2cccc(Br)c2)nnc1-c1nonc1NC(C)=O
 : 9%	x	6%	x	-14	x
CCOC(=O)c1c(/N=C/c2cccc(C)c2O)sc2c1CCN(C)C2
 : 1%	0%	-19%	-12%	x	-18%
CC1CCCCN1C(=O)Cn1cc(C=O)c2ccccc21 (centres undefined)
 : 0%	3%	-3%	-7%	-23	-5%
O=C1c2oc3ccc(Br)cc3c(=O)c2C(c2cccc(F)c2)N1CCO (centres undefined)
 : u	4%	-6%	19%	-12	-5%
O=C(NCCc1c[nH]c2ccccc12)c1cnccn1
 : -6%	1%	-3%	-15%	65	-6%
COC(=O)CSC1=C(C#N)C(c2ccc(F)cc2)CC(=O)N1 (centres undefined)
 : u	-6%	0%	-13%	33	-12%
Cc1ccc(-c2nn(-c3ccccn3)c(=O)c3ccccc23)cc1
 : 4%	1%	-11%	1%	-16	14%
CCOC(=O)C1(Cc2cccc(F)c2)CCN(Cc2nc(CC)[nH]c2C)CC1
 : -1%	-4%	-36%	55%	-35	4%
COc1cc(C2C(C(C)=O)=C(O)C(=O)N2CCc2c[nH]c3ccccc23)ccc1O (centres undefined)
 : -8%	8%	-11%	-15%	23	u
CC1CCCN(c2ccc(F)cc2N)C1 (centres undefined)
 : -10%	-24%	-23%	-16%	-78*	-19%
Nc1c(Cl)ncnc1N1CCCC1
 : 2%	2%	x	-12%	76	14%
COc1cccc(OC)c1C(=O)n1nc(C)cc1C
 : -15%	2%	-2%	-12%	45	-2%
c1ccc(N2CCN(Cc3nnc(-c4ccc5c(c4)OCO5)o3)CC2)cc1
 : 13%	x	8%	x	10	x
CCCCOc1cccc(C(=O)N(Cc2ccccc2)C2CCS(=O)(=O)C2)c1 (centres undefined)
 : -10%	11%	-2%	56%	-25	5%
COc1ccc(-n2nc(C(=O)NCC(=O)Nc3cc(OC)ccc3OC)c3ccccc3c2=O)cc1
 : u	7%	-4%	42%	-15	-5%
Oc1c(C(c2ccccc2Cl)N2CCC(O)CC2)sc2nc(-c3ccco3)nn12 (centres undefined)
 : 1%	x	-7%	x	16	x
CC(C)Sc1nc(N)c2c3c(sc2n1)CN(C)CC3
 : u	-17%	-21%	-19%	50	2%
Cc1nc2c(sc3nc4c(cc32)COC(C)(C)C4)c(=O)o1
 : 3%	-16%	3%	-10%	-21	9%
O=C(CN1C(=O)NC2(CCCC2)C1=O)NCCN1C(=O)S/C(=C\c2ccccc2F)C1=O
 : u	x	-12%	71%[activator]	4	10%
Cc1cc2c(cc1S(=O)(=O)Nc1ccc(F)cc1)n(C)c(=O)c(=O)n2C
 : -14%	-6%	-29%	-8%	2	-1%
CCc1n(CC(O)COCc2ccccc2)c2ccccc2[n+]1C (centres undefined)
 : -4%	4%	0%	-11%	2	-8%
Cc1ccccc1NC(=O)CSc1nc2ccc(Nc3nc(N4CCOCC4)nc(N4CCOCC4)n3)cc2s1
 : -1%	6%	1%	-40%	60	-5%
Cc1cc(C)cc(OCC(=O)Nc2ccc(CN3CCCCC3)cc2)c1
 : -10%	4%	x	-8%	-28	-6%
CCOCCCN(C(=O)Nc1ccc(CC)cc1)C1CCN(C(C)=O)CC1
 : u	-1%	40%[activator]	35%	-15	-1%
Cc1ccc(-n2c(=O)c3c(C)c(C)sc3n(CC(=O)NCc3ccccc3)c2=O)cc1C
 : 2%	x	-3%	x	-26	x
O=C(CSc1nc2c(c(=O)n1-c1ccc(Br)cc1)SCC2)NCc1ccco1
 : -4%	0%	u	-43%	-13	3%
Cc1ccc(OCc2cc(C(=O)N(C)Cc3cc(C4CC4)n[nH]3)no2)cc1C
 : u	3%	-12%	75%[activator]	u	-5%
N#Cc1ccccc1S(=O)(=O)N1CCC(C(=O)Nc2cccc(C(=O)NC3CC3)c2)CC1
 : 0%	x	-11%	-29%	-28	-2%
NCCCN1CCN(c2ccccc2)CC1
 : -5%	6%	-9%	25%	u	-11%
Cc1nnc2n(-c3ccccc3)c(=O)c3c4c(sc3n12)COC(C)(C)C4
 : -9%	7%	0%	-1%	-14	12%
Cc1ccn2c(Nc3ccccc3C)c(-c3ccc(N4CCOCC4)cc3)nc2c1
 : 7%	x	26%	x	-31	x
O=S(=O)(c1ccc(Cl)cc1)N1CCN(Cc2c[nH]c3ccccc23)CC1
 : 4%	-2%	3%	-37%	17	2%
Cc1ccc(C)c(NC(=O)N2CCCCCC2)c1
 : u	-1%	-2%	-5%	-18	-6%
CN(CC(=O)Nc1ccc(F)cc1)CC(=O)N(C)C1(C#N)CCCCC1
 : 1%	x	-19%	-7%	-9	49%[activator]
Cc1ccc(CNC(=O)CCc2c(C)nn(-c3ccc(N4CCOCC4)nn3)c2C)cc1
 : 1%&13%	x	2%&14%	0%	-1&8	6%
COC(=O)CC1Oc2ccccc2-n2cc(-c3ccc(C)cc3)nc21 (centres undefined)
 : -1%	x	5%	x	-5	x
Brc1ccccc1-c1nc2c3ccccc3ncn2n1
 : 0%	x	3%	-15%	67	56%[activator]
Cc1ccc(C)c(Nc2nn3c(=O)c4cc5c(cc4nc3s2)OCO5)c1
 : 7%	x	0%	x	-4	x

Look-ups from the entries so far:
Under Sm TGR inh, Cc1ccc(C)c(NC(=O)N2CCCCCC2)c1 reads -2%
Under Sm TGR inh, Cc1nnc2n(-c3ccccc3)c(=O)c3c4c(sc3n12)COC(C)(C)C4 reads 0%

(cont.)
Value order – AmpC detergent	Giardia FBPA inh	Sm TGR inh	AmpC inh no detg	HCMV antiviral	AMA1-RON2 inh
COc1cc(NC(=S)N(C)CCC#N)c(OC)cc1Cl
 : 9%	2%	1%	-28%	4	-10%
O=S(=O)(Nc1ccc(O)c2ccccc12)c1cccs1
 : -9%	u	20µM*	-37%	-9	-9%
Clc1ccccc1Sc1cnc2ccccc2n1
 : 0%	-4%	10%	-27%	3	48%[activator]
CC(C)(C)C(CO)NC(=O)c1ccc[nH]1 (centres undefined)
 : -3%	x	-5%	-13%	-10	-2%
CCOc1ccc(S(=O)(=O)Nc2cccc(C(=O)NCC(c3ccco3)N3CCCC3)c2)cc1 (centres undefined)
 : 3%	x	-30%	-10%	10	0%
O=C(COc1c(Br)cc(Br)c2cccnc12)Nc1ccccc1F
 : -5%	-25%	u	-9%[2.29 µM]	-31	69%[activator]
O=C(O)c1cccc(N2C(=O)c3ccc(C(=O)c4cccc([N+](=O)[O-])c4)cc3C2=O)c1
 : -2%	6%	50µM*	-25%	-21	5%
Cc1cc(N2CC(C)OC(C)C2)nc2ccccc12 (centres undefined)
 : 2%	1%	4%	15%	-80*	19%
CCOC(=O)c1c(C)[nH]c(C(=O)C(C)OC(=O)c2cccc(OCc3c(C)noc3C)c2)c1C (centres undefined)
 : 1%	-7%	27%	-12%	26	-5%
COc1ccc(/C(C)=N/NC(=O)Cc2ccc(Cl)cc2)cc1
 : -8%	0%	-4%	-13%	34	-3%
Cc1ccc(N2CC(NC(=O)C3CCCC3)CC2=O)cc1C (centres undefined)
 : 1%	x	-7%	x	-11	x
CC(C)(C)c1ccccc1OCC(=O)Nc1ccccc1C(=O)NCc1cccnc1
 : 6%	-2%	16%	93%[activator]	u	-1%
O=c1[nH]c2c(c3c1CCCC3)CCCC2
 : u	3%	9%	-7%	9	8%
S=C(Nc1ccc(Nc2ccccc2)cc1)Nc1ccccn1
 : 6%	-3%	x	-24%	-95*	-7%

One compound at a time, as listed above. Values in the order: AmpC detergent | Giardia FBPA inh | Sm TGR inh | AmpC inh no detg | HCMV antiviral | AMA1-RON2 inh
O=c1[nH]c2c(c3c1CCCC3)CCCC2 is listed with u | 3% | 9% | -7% | 9 | 8%
O=C(COc1c(Br)cc(Br)c2cccnc12)Nc1ccccc1F is listed with -5% | -25% | u | -9%[2.29 µM] | -31 | 69%[activator]
